High-throughput results as filed in PubChem BioAssay.
CAL PDZ FP-1: CAL PDZ (human) peptide binding inhibition | hit rate 0.92% among 300,000 | AID 602252 | inhibition, % at 24.9 µM | purified CAL PDZ, TMR-peptide fluorescence polarization, 1 h;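 active means mean inhibition of at least 30% with at least half of replicates also reaching 30%; inconclusive means no clear call, values can overlap the other calls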;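 further: 0% = DMSO neutral control and 100% = excess unlabeled competitor peptide PRC23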
SR-BI DiI-HDL act: enhances SR-BI lipid uptake from DiI-HDL. CHO ldlA[mSR-BI] cells, DiI-HDL uptake fluorescence, 3 h; 100 = double the neutral-control signal. activation, % at 12.5 µM. hit rate 0.096% among 320,000;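 active means mean replicate activation of at least 60% and every replicate at or above 60%; inconclusive means mean or all-replicate condition met, but not both; inactive means mean below 60% and not all replicates reaching 60%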;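 further: 0% = median plate neutral-control signal and 100% = twice that signal; values of inactives mirror those of a sister screen read the other way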
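material = CHO ldlA[mSR-BI] cells | medium = Ham's F12 with 0.5% BSA, HEPES 25 mM, pH 7.4 | reagent = fluorescent DiI-HDL, 10 µg/mL final | compound dosing = single-point compound dose | incubation = 3 h, 37 °C | measured by = bottom-read fluorescence, 550/595 nm | measure = HDL uptake via cellular fluorescence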
SR-BI HDL uptake: inhibitors of mouse SR-BI mediated HDL lipid uptake; hit rate 0.96% among 320,000; AID 488896; inhibition, % at 12.5 µM; ldlA[mSR-BI] CHO cells, DiI-HDL uptake fluorescence, 3 h; Q61009;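 active means mean replicate inhibition of at least 70% and a set share of replicates each scoring 70 or more; inconclusive means meets just one of the two criteria; inactive means fails both criteria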;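 further: 0% = median of neutral control wells and 100% = median of positive control wells; values of inactives mirror those of a sister screen read the other way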
Target sequence (Q61009 whole entry, looked up): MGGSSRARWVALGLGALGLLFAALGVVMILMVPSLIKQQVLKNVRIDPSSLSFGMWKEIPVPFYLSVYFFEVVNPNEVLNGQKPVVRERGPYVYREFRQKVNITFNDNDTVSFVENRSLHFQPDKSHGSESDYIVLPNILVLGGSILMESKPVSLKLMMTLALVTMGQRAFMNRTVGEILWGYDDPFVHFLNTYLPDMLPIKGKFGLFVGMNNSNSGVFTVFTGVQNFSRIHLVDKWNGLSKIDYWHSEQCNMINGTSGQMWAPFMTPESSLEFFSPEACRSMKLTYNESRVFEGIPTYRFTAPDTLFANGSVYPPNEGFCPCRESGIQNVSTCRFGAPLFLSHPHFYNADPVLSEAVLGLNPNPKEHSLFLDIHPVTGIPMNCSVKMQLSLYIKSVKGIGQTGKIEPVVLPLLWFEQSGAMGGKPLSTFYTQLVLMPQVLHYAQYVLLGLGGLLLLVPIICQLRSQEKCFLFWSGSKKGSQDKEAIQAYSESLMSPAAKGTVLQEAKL
Tat export inh: E. coli Tat transport inhibition. E. coli MC4100 TorA-mCherry Tat export, fluorescence. inhibition, % at 10 µM. hit rate 0.036% among 340,000. AID 488895;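 active means mean replicate inhibition at least 50% and at least half of replicates individually reaching 50%; inconclusive means only one of the two criteria met; inactive means neither criterion met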;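 further: exported cargo escapes ClpAP degradation while cytoplasmic cargo is degraded and loses fluorescence; 0% = median of neutral control wells and 100% = median of NaSCN control wells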
phage Ecoli inh: E. coli growth loss with phage present. growth absorbance. inhibition, % at 11.9 µM. hit rate 0.26% among 360,000; in the data active means inhibition above about 11%
Ecoli viability: counter-screen for AddAB inhibitors: E. coli growth inhibition. E. coli V3065 growth, OD600 absorbance, 18 h. inhibition, % at 11.9 µM. hit rate 0.27% among 330,000. AID 449728;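 active means inhibition above the campaign's mean inhibition across all tested compounds plus 3 SD, cut at about 9.9% in these data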;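 further: uninfected addAB+ strain grown without phage in ampicillin broth; 0% = DMSO wells and 100% = ciprofloxacin 0.95 µg/ml wells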
MITF act: MITF TRPM1 promoter activation in melanoma cells; SK-MEL-5 TRPM1-promoter luciferase, 24 h; % of positive control, neutral wells = 0; activation, % at 12.5 µM; hit rate 0.75% among 300,000; AID 588334;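 active means mean activation of at least 80% with every replicate also reaching 80%; inconclusive means mean reaches 80% but some replicate falls short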;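 further: 0% = neutral control wells and 100% = parthenolide positive control wells; values of inactives mirror those of a sister screen read the other way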
AddAB inh: less growth of phage-infected E. coli with AddAB. E. coli expressing H. pylori AddAB, absorbance growth. inhibition, % at 11.9 µM. hit rate 0.29% among 330,000; in the data active means inhibition above about 12%;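 further: 0% = vehicle wells of infected cells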
Wnt act: activators of Wnt/beta-catenin signaling. activation, % at 9.35 µM. hit rate 1.2% among 300,000. Wnt/beta-catenin reporter cell assay, activator, plate reader; in the data active means activation above about 30%, passing the limit was not always enough; inconclusive means no clear call, values can overlap the other calls;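 further: 0% = neutral control wells and 100% = positive control wells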
CAL PDZ FP-2: inhibitors of human CAL PDZ peptide binding; inhibition, % at 20 µM; hit rate 0.02% among 330,000; AID 504414; purified CAL PDZ, TMR-peptide fluorescence polarization, 1 h;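 active means highest replicate inhibition of at least 40%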;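 further: plate controls were DMSO neutral control wells for no effect and unlabeled competitor peptide control wells for full effect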
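Material: tagged CAL PDZ protein CerCALP, purified; buffer or medium: sodium phosphate/NaCl buffer pH 7.4 with TCEP, IgG, Thesit; also added: fluorescent TMR peptide probe; schedule: 1 h incubation at room temperature before polarization reading; technique: fluorescence polarization from S- and P-plane intensities, G-factor corrected; control set: unlabelled peptide and DMSO controls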
* hit, by the source's call; ? = inconclusive; . = not tested or not shown.

canonical_smiles,MITF act,SR-BI HDL uptake,CAL PDZ FP-1,Ecoli viability,Tat export inh,SR-BI DiI-HDL act,Wnt act,AddAB inh,phage Ecoli inh,CAL PDZ FP-2
CC(=O)c1ccc(Nc2c([N+](=O)[O-])ccc3nonc23)cc1,-10.7,-4.5,-4.5,0.3,4.0,4.5,-1.2,1.0,-0.8,0.4
COC(=O)[C@]1(C)N[C@H](CN(C)C(=O)c2ccc(C(C)(C)C)cc2)[C@@H]2C(=O)N(C)C(=O)[C@@H]21,3.8,-9.4,-4.4,0.2,-6.2,9.4,-1.2,1.7,0.8,-0.8
Cc1cccc(N2CCN(C(=O)c3cc(=O)[nH]c4ccccc34)CC2)c1C,-4.4,5.5,3.9,-2.5,9.4,-5.5,-1.2,1.2,1.9,-2.1
O=C(Nc1ccc(Br)cn1)c1ccc2nccnc2c1,19.6,5.1,1.9,1.7,4.7,-5.1,.,2.9,2.6,.
O=C(CCNS(=O)(=O)c1ccccc1F)N1CCN(S(=O)(=O)c2cccc(F)c2)CC1,-4.6,21.6,2.3,2.3,-0.3,-21.6,-2.6,1.8,2.6,-1.9
COc1ccc(N2CCN(C(=O)c3ccc(Br)o3)CC2)cc1,-1.5,-22.2,-4.5,3.9,-5.5,22.2,1.6,3.5,-0.7,-2.4
COc1ccc(CCNC(=O)/C=C/c2ccc(C)cc2)cc1OC,-2.7,5.4,-7.7,-0.3,-5.9,-5.4,.,0.0,0.8,-2.7
CC(=O)Nc1cc2nc(C)n(Cc3ccccc3[N+](=O)[O-])c2nc1C,.,-24.3,-2.8,-1.8,0.0,24.3,1.8,-1.5,-0.4,0.2
N#CCn1c(CN2CCCC2)nc2ccccc2c1=O,-7.9,.,.,-2.1,-3.6,.,0.5,3.5,3.6,0.0
CN(C)/C=C1\C(=O)N(c2ccc(Cl)c(Cl)c2)CS1(=O)=O,13.4,-16.2,-1.6,0.2,1.1,16.2,23.5,2.5,1.7,-5.2
C=CCn1c(=O)c2ccccc2n2c(SCc3nc(N)nc(Nc4ccccc4C)n3)nnc12,-8.0,1.6,-1.1,1.6,8.6,-1.6,-2.5,1.5,0.8,-1.9
COc1ccc(CCNCCN2CCOCC2)cc1,.,-0.8,3.4,-2.2,-0.2,0.8,-1.2,-2.2,-2.1,1.7
CC(=O)c1ccc(NC(=O)CSc2nnc3ccc(-c4ccccn4)nn23)cc1,3.5,-2.9,-19.6,-1.2,2.3,2.9,0.4,-0.3,3.7,-2.8
Clc1ccc(CSc2ncccn2)cc1,43.2,-3.1,-1.2,-0.1,-1.4,3.1,4.0,0.2,0.5,-1.1
Cc1ccc(C(=O)OCC(=O)NC2CC2)cc1S(=O)(=O)N1CCOCC1,0.7,-0.7,0.7,-0.9,0.2,0.7,-0.9,-0.9,0.5,-3.4
CCC(=O)NCCNc1nc2cc(C)cc(C)c2cc1C#N,9.2,-9.8,-2.4,0.8,-7.0,9.8,-1.0,-1.6,2.7,-0.5
O=S(=O)(Nc1ccc(Cl)cc1)c1cccc2cccnc12,-5.0,0.6,-3.5,0.6,-6.3,-0.6,0.9,-0.7,0.2,-0.8
NC(=O)C1CCN(C(=O)c2ccco2)CC1,3.2,-50.4,-4.3,-0.2,?,50.4,.,0.6,2.8,-0.4
COc1ccc(C(=O)CCC(=O)N2CCN(c3cc(C)ccc3C)CC2)cc1,-2.3,.,-2.3,0.2,8.8,.,0.9,3.0,-0.2,-3.4
Cc1noc(C)c1C(=O)OC(C)C(=O)NC(C)c1ccc(Cl)cc1Cl (centres undefined),-1.1,9.7,.,-0.4,-3.3,-9.7,-7.1,0.3,0.5,-0.7
C=CCn1c(C)nnc1SCC(=O)Nc1oc(C)c2c(C)n[nH]c(=O)c12,0.9,-2.8,-1.6,-0.2,-19.5,2.8,-2.1,0.8,1.5,-0.5
COc1cccc(Oc2cncnc2-c2ccc(OC)cc2O)c1,11.4,32.5,-0.6,0.4,6.7,-32.5,.,1.4,0.2,-2.2
O=C(CCNC(=O)c1ccccc1Cl)NNC(=O)c1ccccc1O,-10.8,-10.8,-1.4,-1.4,-0.2,10.8,-1.0,-0.2,-0.5,-1.5
NC(=O)CC(NC(=O)Cc1cccc2ccccc12)c1ccc(N2CCC(Br)CC2)c([N+](=O)[O-])c1 (centres undefined),12.4,22.1,-0.4,-1.6,-11.5,-22.1,-3.1,3.9,2.4,0.3
NC(=O)C1CCN(C(=S)c2cccs2)CC1,3.5,-7.6,-2.4,-1.0,2.8,7.6,-5.4,-1.3,2.2,-2.2
CC12CC(NC(=O)N1c1ccc(C(=O)N3CCN(c4ccc(F)cc4)CC3)cc1)c1ccccc1O2 (centres undefined),-5.4,57.9,-7.2,-1.7,5.7,-57.9,.,1.3,-0.7,-1.5
Nc1nc(Sc2c([N+](=O)[O-])cc(C(F)(F)F)cc2[N+](=O)[O-])n[nH]1,-4.0,4.6,1.3,-0.1,-5.0,-4.6,-19.9,-2.3,3.3,-0.3
CS(=O)(=O)N(CC(=O)N1CCOCC1)c1cc(C(F)(F)F)ccc1Cl,10.0,-36.4,-3.6,0.3,-2.0,36.4,1.1,1.8,1.2,-1.8
CCC(C)NC(=O)C1CCC(CNS(=O)(=O)c2ccc3c(c2)CC(C)N3C(=O)C2CC2)CC1 (centres undefined),-6.7,15.7,-2.2,-0.5,-4.0,-15.7,-1.9,7.2,1.6,-0.6
CCN(C[C@H]1N[C@@](Cc2ccccc2)(C(=O)OC)[C@H]2C(=O)N(C)C(=O)[C@@H]12)C(C)=O,-1.6,-7.8,-1.1,-0.5,?,7.8,-0.4,1.7,-0.1,1.0
CCN(CC)S(=O)(=O)c1ccc(N2CCCC2)c(NC(=O)c2c(-c3ccccc3)noc2C)c1,-2.7,-24.9,-0.1,-3.1,11.1,24.8,25.6,3.8,2.3,-1.5
S=c1[nH]nc(-c2cc(-c3ccccc3)n[nH]2)n1/N=C/c1c2ccccc2cc2ccccc12,4.4,.,-2.9,-1.1,2.0,.,.,-0.6,.,2.9
CC1=NN(c2nc3ccccc3[nH]2)C(=O)/C1=C/N(C)C,28.7,-25.1,-1.1,-0.2,-7.7,25.1,.,0.3,.,-1.1
CCc1cc(C(=O)NNC(=O)CCl)sc1C,-5.3,-6.5,-0.9,0.2,-0.8,6.5,0.0,3.5,0.3,-1.1
CCCCNC(=O)Cn1cnc([N+](=O)[O-])n1,13.9,1.3,-1.4,3.3,-1.9,-1.3,.,5.0,2.9,-2.8
Cc1ccc(S(=O)(=O)Nc2ccccc2F)cc1C(=O)NNC(=O)c1csc(N2CCOCC2)n1,6.3,-0.7,-3.0,-1.0,-0.4,0.7,2.4,1.7,1.5,-3.5
CC1=Nn2c(nnc2-c2cc(-c3ccccc3)n[nH]2)SC1,-9.6,-12.6,-3.9,-0.5,-5.0,12.6,-1.2,3.7,1.1,-2.9
CN1CCN(c2ccc(S(=O)(=O)Nc3ccccc3)cc2[N+](=O)[O-])CC1,2.2,-5.6,-1.8,1.0,-2.9,5.6,-2.7,4.7,2.0,0.2
Cn1c(SCC(=O)Nc2ccc(NC(=O)c3cccc(F)c3)cc2)nnc1-c1ccncc1,-0.8,10.0,-3.1,-0.1,0.3,-10.0,-2.9,0.8,2.0,-0.3
COc1cccc(CCNC(=O)CCc2nnc(Cc3cc(OC)ccc3OC)o2)c1,28.0,6.6,-2.8,1.0,3.9,-6.6,8.4,2.2,2.1,.
COCCNCCCCOc1ccc(C)cc1[N+](=O)[O-],1.0,-4.5,-2.0,1.3,-2.0,4.5,-0.5,3.3,2.1,-1.0
CC(=O)c1cccc(N=Cc2c(O)c3ccccc3oc2=O)c1,-5.8,-10.4,-5.6,0.9,-7.0,10.4,0.1,2.8,-0.6,-0.7
COc1cc(SC)ccc1C(=O)OCC(=O)NC1CCCC1,24.8,-2.8,0.2,0.1,-16.7,2.8,7.2,6.8,2.5,-0.1
CC(C)(C)c1nc2ccccc2c2nnc(SCC(=O)NCc3ccco3)n12,-2.3,28.8,-3.6,0.4,-1.0,-28.8,-2.6,2.6,-1.2,-0.5
O=C(c1ccccc1)c1c[nH]c(C(=O)NCc2cccnc2)c1,1.8,1.6,-2.1,0.2,8.6,-1.6,-1.2,1.1,3.4,-0.9
CN(C(=O)c1ccc(NC(=O)Cc2cccc(NC(=O)C3CCN(C(=O)c4ccccc4)CC3)c2)cc1)C1CC1,4.8,15.0,3.1,.,-0.9,-15.0,-0.9,.,-1.5,0.7
OCC[C@H]1C[C@@H](O)[C@H](O)[C@]2(CCCO2)O1,-2.7,-24.4,1.3,0.3,-17.3,24.4,-1.3,2.9,2.5,1.0
COC(=O)[C@H](CC(C)C)NC(=O)N1CCN(c2cccc(C(F)(F)F)c2)CC1,3.2,-1.5,.,-0.2,0.8,1.5,-4.0,1.5,2.1,-1.2
CC(=O)C1=C(c2ccccc2)NC(=O)NC1c1ccccc1 (centres undefined),-3.6,-23.1,-2.9,-1.6,-2.8,23.1,-1.3,1.8,0.9,-1.1
CN1CCN(S(=O)(=O)Cc2ccccc2Cl)CC1,-2.2,-10.3,0.4,0.5,-3.4,10.3,-0.5,0.9,-2.0,-0.8
COc1cccc(NC(=O)CN(C)C(=O)C23CC4CC(CC(Cl)(C4)C2)C3)c1,-9.1,-12.8,.,3.2,-10.5,12.8,-4.4,0.9,3.6,0.2
COc1ccccc1CC(=O)Nc1ccc(O)cc1C(=O)O,-4.7,-12.6,-0.6,2.2,-6.8,12.6,.,1.3,3.5,-0.7
CCOC(=O)c1[nH]c2ccccc2c1NC(=O)CC(C)(C)C,.,16.3,.,2.9,-3.0,-16.3,-3.8,-0.3,1.8,-0.5
CCOc1cc(C(=O)OCC(=O)c2cc(C)n(CC3CCCO3)c2C)ccc1OCC(=O)N1CCOCC1 (centres undefined),10.1,-6.6,-5.1,-0.6,-8.0,6.6,14.4,3.1,2.4,-2.9
CC(=O)Nc1cccc(C(=O)Nc2cccc(S(=O)(=O)NCc3ccco3)c2)c1,5.2,42.8,-9.5,-1.1,-0.3,-42.8,-1.8,-0.3,0.3,-1.1
O=c1c2c3c(sc2nc2sc(C4CC4)nn12)CCCC3,61.8,-6.6,-0.9,0.1,3.7,6.6,0.3,2.7,.,-1.1
Cc1c(Cl)cccc1NC(=O)CNC(=O)CCCc1nc2ccccc2c(=O)[nH]1,-11.5,-14.9,-2.7,.,4.9,14.9,0.2,.,1.5,0.1
CC1CCCC(C)N1C(=O)COC(=O)COc1ccc(C#N)cc1 (centres undefined),0.4,30.8,6.5,-0.6,-3.8,.,-0.6,1.3,2.1,-1.9
COc1cc(/C=N/Nc2ccccn2)ccc1O,28.9,.,1.1,-0.9,8.3,.,36.6*,-0.7,-1.6,0.5
